# Source: PubChem (several laboratories)
# CDK5 inh: inhibitors of human CDK5/p35 kinase | inhibition, % at 10 µM | Q00535+Q15078 | Recombinant CDK5/p35, ADP-Glo luminescence, 60 min | actives 0.01% (n = 330,000);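 active = highest replicate inhibition of at least 50% and at least 75% of replicates reaching 50%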;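 also: plate controls were DMSO neutral control for no effect and GW8510 at 10 µM for full effect; many of its hits are not listed in these tables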
# dFosB act: mouse delta FosB homodimer activation; activation, % at 25 µM; actives 0.99% (n = 340,000); purified delta FosB, TAMRA-CDK5 oligo fluorescence polarization; percent of positive-control signal above neutral wells;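 active = mean activation above about 17%, with every replicate also reaching it, limit read from the data, passing the limit was not always enough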;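 also: fluorescence polarization rise as delta FosB binds a TAMRA Cdk5 AP-1 oligo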
# cardiac RTF act: increases calcium sensitivity of human cardiac regulated thin filaments; P19429+P45379; IANBD-labeled TnC RTF fluorescence at EC20 calcium; 0% EC20 calcium, 100% full calcium; AID 493008; activation, % at 7.2 µM; actives 0.24% (n = 340,000);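 active = activation above the mean over all tested compounds plus 3 SD, cut at about 30% in these data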;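 also: rise in fluorescence read as greater calcium sensitivity of cardiac thin filaments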
# Rtt109 HAT inh: C. albicans Rtt109 histone acetyltransferase inhibition; Q5AAJ8; purified Rtt109/Vps75, ThioGlo CoA-SH fluorescence, 4 h; inhibition, % at 34.9 µM; actives 0.16% (n = 330,000);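 active = inhibition of at least 50% in every replicate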
# Target sequence (Q5AAJ8 whole entry, looked up): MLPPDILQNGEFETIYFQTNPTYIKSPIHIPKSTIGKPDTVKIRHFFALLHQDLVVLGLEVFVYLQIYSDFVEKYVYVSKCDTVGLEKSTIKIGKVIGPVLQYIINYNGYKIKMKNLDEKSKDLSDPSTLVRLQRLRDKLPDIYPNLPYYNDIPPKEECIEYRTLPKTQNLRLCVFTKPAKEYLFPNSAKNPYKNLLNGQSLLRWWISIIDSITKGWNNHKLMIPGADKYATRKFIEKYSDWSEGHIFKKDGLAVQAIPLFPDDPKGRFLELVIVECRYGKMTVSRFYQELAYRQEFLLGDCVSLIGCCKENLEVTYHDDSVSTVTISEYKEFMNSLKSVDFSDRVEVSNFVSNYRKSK
# Wnt act: activators of Wnt/beta-catenin signaling | actives 1.2% (n = 300,000) | activation, % at 9.35 µM | Wnt/beta-catenin reporter cell assay, activator, plate reader; in the data active = activation above about 30%, passing the limit was not always enough;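 also: 0% = neutral control wells and 100% = positive control wells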
# MITF act: MITF TRPM1 promoter activation in melanoma cells; actives 0.75% (n = 300,000); SK-MEL-5 TRPM1-promoter luciferase, 24 h; % of positive control, neutral wells = 0; activation, % at 12.5 µM; AID 588334;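 active = mean activation of at least 80% with every replicate also reaching 80%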;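 also: 0% = neutral control wells and 100% = parthenolide positive control wells; values of inactives mirror those of a sister screen read the other way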
# SR-BI DiI inh: blocks mouse SR-BI lipid uptake from DiI-HDL; ldlA[mSR-BI] CHO cells, DiI-HDL uptake fluorescence, 3 h; inhibition, % at 12.5 µM; actives 0.96% (n = 320,000); AID 488896;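 active = mean replicate inhibition of at least 70% and a set share of replicates each scoring 70 or more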;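 also: 0% = median of neutral control wells and 100% = median of positive control wells; values of inactives mirror those of a sister screen read the other way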
# Target sequence (Q61009 whole entry, looked up): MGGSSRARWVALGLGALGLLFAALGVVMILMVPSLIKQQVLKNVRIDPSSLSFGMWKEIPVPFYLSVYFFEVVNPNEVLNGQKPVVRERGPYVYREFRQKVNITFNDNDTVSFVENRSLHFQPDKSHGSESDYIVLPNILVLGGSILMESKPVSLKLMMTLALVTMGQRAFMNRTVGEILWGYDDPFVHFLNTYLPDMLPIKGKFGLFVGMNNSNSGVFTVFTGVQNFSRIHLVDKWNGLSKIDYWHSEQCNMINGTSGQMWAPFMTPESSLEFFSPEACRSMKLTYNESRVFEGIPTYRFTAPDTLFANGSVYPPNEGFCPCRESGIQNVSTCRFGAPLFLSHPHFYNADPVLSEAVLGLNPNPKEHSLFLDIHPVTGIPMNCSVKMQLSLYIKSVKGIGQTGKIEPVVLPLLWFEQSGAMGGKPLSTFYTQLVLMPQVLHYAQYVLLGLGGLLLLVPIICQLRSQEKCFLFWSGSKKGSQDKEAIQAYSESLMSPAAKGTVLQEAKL
# SR-BI uptake up: SR-BI HDL lipid transfer activation; CHO ldlA[mSR-BI] cells, DiI-HDL uptake fluorescence, 3 h; 100 = double the neutral-control signal; activation, % at 12.5 µM; actives 0.096% (n = 320,000); AID 504775;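 active = mean replicate activation of at least 60% and every replicate at or above 60%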;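 also: 0% = median plate neutral-control signal and 100% = twice that signal; values of inactives mirror those of a sister screen read the other way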
#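 Material: SR-BI-overexpressing, LDLR-lacking CHO cells | Dosing: Single compound concentration, delivered by pin transfer | Probe or stimulus: Labelled HDL, 10 µg/mL | Signal: Bottom-read cell fluorescence after medium removal, ex 550/em 595 nm | Schedule: 3 h, 37 °C | Evaluation: HDL uptake via cellular fluorescence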
# PvdQ acylase: P. aeruginosa PvdQ acylase inhibition; purified PvdQ acylase, fluorescence plate reader; inhibition, % at 10 µM; actives 0.063% (n = 340,000); in the data active = inhibition above about 30%, passing the limit was not always enough;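 also: 0% = vehicle neutral wells and 100% = reference inhibitor wells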
# HTR5A ag ctr: counter-screen for OPRM1-OPRD1 agonists: human HTR5A agonism. activation, % at 9.3 µM. P47898. actives 0.61% (n = 340,000). AID 504692. HTR5A agonist assay, luminescence, cell-based; in the data active = activation mostly above about 9.5%, no sharp cut-off; inactive = mostly below about 7.6%;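 also: 0% = cells with vehicle only and 100% = reference agonist; strong numbers were not always called active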
# Active calls of the source: *; nt = not tested or not shown.
No.	SMILES	CDK5 inh	dFosB act	cardiac RTF act	Rtt109 HAT inh	Wnt act	MITF act	SR-BI DiI inh	SR-BI uptake up	PvdQ acylase	HTR5A ag ctr
1	COc1ccc(CNC(=O)CN(Cc2ccccc2)C(=O)CCC(=O)Nc2nccs2)cc1	0.5	5.2	4.5	-11.8	-0.9	-3.1	-12.4	12.4	-11.9	-4.1
2	CN(C(=O)c1ccno1)c1nnc(-c2cnccn2)s1	0.2	-9.0	-0.5	-6.8	2.5	1.7	-3.5	3.5	-7.1	3.2
3	O=C(Nc1cccc(S(=O)(=O)N2CCCCCC2)c1)c1ccc2ccccc2n1	1.0	-8.2	-4.5	-3.2	7.5	-1.5	63.7	-63.7	-13.0	-2.2
4	COc1ccc(C(=O)c2ccc(OC)c(OC)c2)cc1	-0.8	-14.5	-10.8	-8.3	-11.0	6.7	0.5	-0.5	-0.7	0.9
5	Cc1[nH]c2c(ccc3ccccc32)c1C1C(CCN)C1(C)C (stereo not given)	-0.1	-8.9	-2.4	3.0	-8.7	nt	26.2	-26.2	-4.3	2.1
6	COC(=O)c1cc(NC(=O)c2c(Cl)cnn2C)cc(C(=O)OC)c1	1.2	-5.3	3.3	13.2	-4.1	-4.1	24.3	-24.3	-2.4	4.8
7	Cc1sc2nc(SCC(=O)NCc3ccco3)n(-c3ccccc3)c(=O)c2c1C	0.1	2.3	-4.0	-2.2	-3.1	3.6	19.4	-19.4	-8.7	0.7
8	O=C(NC(=S)Nc1nc2c(s1)CCCC2)c1ccc(C(=O)c2ccccc2)cc1	-0.5	0.6	9.3	-8.5	nt	2.2	76.4*	-76.4	18.8	-0.1
9	Cc1ccc(-c2noc(CCC(=O)Nc3ccccc3N3CCN(C)CC3)n2)cc1	1.0	-1.0	0.3	8.8	nt	29.6	2.6	-2.6	0.9	-1.1
10	CCOc1ccc(OCCNC(=O)c2cc(C3CC3)nc3c2cnn3C(C)C)cc1	-0.4	-2.3	-17.7	2.1	-3.7	-4.9	30.2	-30.3	0.8	-6.0
11	COc1ccc(C(=O)NNC(=O)c2cnccn2)cc1[N+](=O)[O-]	3.4	-5.6	1.0	12.3	nt	-2.4	-12.1	12.1	7.9	-3.9
12	COc1cccc(-n2nnc3c(=O)n(CC(=O)OCc4ccccc4)cnc32)c1	-0.6	-6.8	-5.8	-7.4	nt	9.1	-7.1	7.2	7.5	1.7
13	CC(=O)Nc1ccc(/C=N/NC(=O)c2cc(-c3ccco3)nc3ccccc23)cc1	1.4	-8.0	-1.9	-3.9	6.2	5.6	nt	nt	-4.1	3.2
14	COc1ccc(-c2cc(C)no2)cc1S(=O)(=O)N1CCN(c2ccccn2)CC1	-3.0	-11.9	-1.7	11.7	-4.9	-8.2	5.7	-5.7	-8.3	-1.4
15	Brc1ccc(-c2cn3ccccc3n2)s1	1.6	-1.7	-3.2	-1.6	nt	-0.7	-21.0	21.0	-4.0	-1.1
16	COc1ccc(C=CC(C)=NNC(=O)c2ccncc2)cc1	-0.5	-8.6	-0.7	6.5	-3.7	-3.0	-2.9	2.9	-8.5	-2.3
17	Cc1cc(OCC(=O)OCC(=O)NCc2ccc3c(c2)OCO3)ccc1Cl	1.5	-0.4	-2.7	2.7	-0.4	1.9	-14.3	14.3	-12.1	0.2
18	Cn1cnc(S(=O)(=O)Nc2ccc(Cl)c(C(F)(F)F)c2)c1	-1.6	4.1	0.0	-10.0	2.6	1.4	-27.1	27.1	3.1	0.4
19	Cn1cc(Br)c(C(=O)N2CCCCCC2)n1	-4.5	-2.5	-0.1	-0.1	-3.2	-1.5	-16.2	16.2	-24.0	-0.7
20	Cc1ccc2sc(NNC(=O)C3COc4ccccc4O3)nc2c1C (stereo not given)	1.6	-1.2	-9.1	4.2	2.5	nt	-11.8	11.8	0.7	8.5
21	COc1ccnc(Oc2ccc(F)cc2)c1C#N	-2.6	-1.8	nt	-8.2	-0.4	4.9	0.4	-0.4	-4.1	nt
22	CC(C)(C)OC(=O)CN1C(=O)NC2(CCCc3ccccc32)C1=O (stereo not given)	0.6	-6.0	2.1	-30.0	-1.1	0.7	-15.1	15.1	-5.8	-0.7
23	Cc1nc(SC2CC(=O)N(c3ccccc3)C2=O)nc2c1CCCC2 (stereo not given)	-0.3	-8.1	4.2	-4.7	nt	5.9	-9.4	9.4	-16.5	1.4
24	COc1cccc(N=Cc2nc(-c3ccccc3)oc2OC(C)=O)c1	-5.0	1.8	-6.9	8.4	-0.7	nt	-6.5	6.5	-7.5	-1.9
25	COc1cc(/C=C2\SC(N)=NC2=O)ccc1O	-1.2	0.3	-2.5	2.6	1.1	nt	-26.2	26.2	6.3	1.6
26	Cc1nc(C)c(-c2ccc(SCC(=O)Nc3ccc(F)cc3F)nn2)s1	-4.7	-15.5	-1.2	-3.0	-3.6	13.2	18.2	nt	-10.5	-6.7
27	CC(=O)N1CCc2cc(S(=O)(=O)NC(CC(C)C)C(=O)Nc3cc(C(=O)O)ccc3C)ccc21 (stereo not given)	1.0	-4.8	8.6	7.5	1.8	-2.8	12.6	-12.6	-11.4	3.2
28	Cc1ccccc1NC(=O)COC(=O)c1ccc(S(C)(=O)=O)c([N+](=O)[O-])c1	-2.0	-4.2	-3.9	22.7	-6.1	-14.3	-2.5	2.5	2.7	-6.3
29	COc1c(F)c(F)c(C(=O)O)c(Nc2cc(C)cc(C)c2)c1F	-8.6	11.2	9.8	-0.5	-1.1	-2.3	-19.8	19.8	-7.0	-2.3
30	COc1ccc(CSc2nnnn2-c2ccccc2)cc1	0.5	-7.2	-2.4	-0.3	nt	19.2	-17.6	17.6	-16.4	2.0
31	C=CCn1c(CSc2nc3ccccc3s2)nnc1SCC(=O)NCc1ccco1	2.2	0.8	-4.5	2.1	15.9	-8.9	24.7	-24.7	-7.4	7.1
32	S=C(NC1CCCCC1)N1CCN(c2ncccn2)CC1	-0.8	1.8	7.9	30.3	0.0	3.4	-11.6	11.6	1.0	10.2
33	NS(=O)(=O)c1ccc(-c2ccc(C=C3C(=O)c4ccccc4C3=O)o2)cc1	-4.5	-0.7	1.1	-12.3	0.0	-10.7	-18.1	18.1	-13.8	11.1
34	CCc1ccccc1NC(=O)NNC(=O)CCc1ccc(OC)cc1	0.1	-3.6	0.1	9.6	-2.8	-3.4	-12.8	12.8	-12.8	-2.8
35	CC1(C)C(=O)Nc2ccccc2N1C(=O)CN1C(=O)NC(CCc2ccccc2)C1=O (stereo not given)	1.0	-4.3	-3.0	nt	nt	-4.2	9.0	-9.0	1.9	-6.4
36	COc1ccccc1C(=O)NC(=O)COC(=O)C1(C)CC1(Cl)Cl (stereo not given)	0.6	0.0	0.4	-9.1	1.8	2.3	-12.0	12.0	-1.9	-4.0

# Rewritten with each value named: entries from further up
[30] COc1ccc(CSc2nnnn2-c2ccccc2)cc1
  CDK5 inh: 0.5	dFosB act: -7.2	cardiac RTF act: -2.4	Rtt109 HAT inh: -0.3	Wnt act: nt	MITF act: 19.2	SR-BI DiI inh: -17.6	SR-BI uptake up: 17.6	PvdQ acylase: -16.4	HTR5A ag ctr: 2.0
[31] C=CCn1c(CSc2nc3ccccc3s2)nnc1SCC(=O)NCc1ccco1
  CDK5 inh: 2.2	dFosB act: 0.8	cardiac RTF act: -4.5	Rtt109 HAT inh: 2.1	Wnt act: 15.9	MITF act: -8.9	SR-BI DiI inh: 24.7	SR-BI uptake up: -24.7	PvdQ acylase: -7.4	HTR5A ag ctr: 7.1

# Next part.
No.	SMILES	CDK5 inh	dFosB act	cardiac RTF act	Rtt109 HAT inh	Wnt act	MITF act	SR-BI DiI inh	SR-BI uptake up	PvdQ acylase	HTR5A ag ctr
37	O=S(=O)(c1ccc(Cl)cc1)N1CCC(c2nc3ccccc3[nH]2)CC1	1.2	0.0	0.7	5.5	-1.9	-17.4	-6.8	6.8	-16.8	-3.9
38	Oc1ccc(C2C=C(c3ccc(F)cc3)Nc3ncnn32)cc1 (stereo not given)	2.6	-2.7	5.4	-107.8	0.7	0.8	nt	nt	-8.0	4.4
39	C=CCNC(=O)NC(=S)c1ccccc1	-3.6	-1.3	-2.6	-6.8	nt	7.1	-0.2	0.2	-6.6	2.4
40	COC(=O)C1=NN(c2ccc(Cl)cc2)C2C(=O)N(c3ccccc3OC)C(=O)C12 (stereo not given)	-0.3	-2.8	2.4	1.3	nt	5.6	-8.6	8.6	-13.2	2.5
41	CCOC(=O)c1ccc(NC(=O)c2cc(OC)c(OC)c(OC)c2Br)cc1	-0.7	-7.7	-4.4	5.1	-1.2	-4.7	49.6	-49.6	-16.3	8.1
42	Cc1cc(C)cc(N(CC(=O)NC2CCCC2)C(=O)c2csnn2)c1	0.1	-8.4	-6.2	11.7	0.6	8.3	-0.2	0.2	0.1	-2.5
43	COc1cc(O)c(C(CCN2CCCC(C)C2)c2ccc(N(C)C)cc2)c(OC)c1 (stereo not given)	-1.8	-7.9	10.8	3.4	-1.1	12.4	-21.4	21.4	-20.3	3.6
44	O=C(CN(CCc1ccccc1)S(=O)(=O)c1ccc(Cl)cc1)N/N=C/c1ccc2c(c1)OCO2	2.6	-4.8	-8.2	-9.4	34.0*	-4.0	34.3	-34.3	-23.7	1.2
45	O=C(CSc1nc2ccccc2[nH]1)N=Nc1c(O)[nH]c2ccccc12	1.2	-3.6	-12.2	nt	nt	21.1	-31.1	31.1	3.7	-1.1
46	CC(NC(=O)COc1ccc(/C=N/NS(=O)(=O)c2ccccc2)cc1)c1ccccc1 (stereo not given)	-0.3	-1.8	-1.5	1.6	nt	6.2	-2.3	2.3	-3.8	-8.8
47	CN(C)C(CNc1ncnc2sc3c(c12)CCCCC3)c1ccco1 (stereo not given)	1.7	-5.6	-1.6	10.2	-2.0	-7.3	-10.3	10.3	-10.0	-3.3
48	Cc1ccc(CSc2ncnc3c2cnn3-c2ccccc2)cc1	-0.1	5.3	-4.9	-7.5	-4.2	25.6	-4.8	4.8	20.1	0.5
49	CCOc1ncccc1C(=O)Nc1ccc(S(=O)(=O)Nc2nccs2)cc1	1.0	-8.5	3.7	2.3	4.9	4.8	-0.3	0.3	-12.7	2.3
50	CN1CCN(C(=O)/C(=C/c2ccccc2Cl)NC(=O)c2ccccc2)CC1	-2.2	-11.3	-4.0	-13.6	16.9	2.4	nt	nt	-10.0	2.8
51	CCOC(=O)N1CCN(C(=S)NC2CCCCC2)CC1	0.6	-14.3	5.4	-1.3	-0.5	-7.8	-6.0	6.0	-7.5	-6.2
52	COc1ccc(-c2csc3nc(C)n(-n4cccc4)c(=O)c23)cc1	3.5	5.0	6.9	-8.3	nt	15.6	29.5	-29.5	3.1	-0.7
53	COc1cccc(C2CC(c3ccc(F)cc3)Nc3nc(N)nn32)c1 (stereo not given)	2.3	-7.5	0.5	-0.4	-2.2	3.9	6.8	-6.8	-5.4	-7.3
54	CCn1nc(C(=O)Nc2nc3ccc(C)cc3s2)c2ccccc2c1=O	0.1	-1.7	-3.6	-2.6	-0.1	8.6	14.8	-14.8	2.2	0.9
55	Cc1cc(=O)[nH]c(SCC(=O)Nc2cccc3ccccc23)c1C#N	-4.9	-2.7	4.4	-2.8	5.5	2.3	-10.2	10.2	-15.3	3.2
56	CCCCn1c(N)c(N(CC(C)C)C(=O)C2CC(=O)N(Cc3ccccc3)C2)c(=O)[nH]c1=O (stereo not given)	-6.1	-3.4	-2.3	-0.4	-0.3	0.2	-13.4	13.4	2.2	4.7
